Source: PubChem BioAssay (National Center for Advancing Translational Sciences (NCATS))
Tau fibril FP: inhibitors of human tau fibril formation; P10636; K18 P301L tau heparin fibrillization, Alexa594 FP, 6 h; Potency, µM (top dose mostly 57.7 µM), for the others: at the top dose activity, negative = inhibition, usual class: inhibitors; actives 0.39% (n = 280,000); AID 1468; further: on the % scale 0 is the no-effect control and ±100 the full control effect; nearly all actives have a fitted effect of over 55% in size
Target sequence (P10636 561-689 P618L limits assumed): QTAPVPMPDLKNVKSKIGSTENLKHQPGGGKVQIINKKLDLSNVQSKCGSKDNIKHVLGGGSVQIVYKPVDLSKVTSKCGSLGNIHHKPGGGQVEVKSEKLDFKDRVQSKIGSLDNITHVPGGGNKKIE
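Human tau K18 […] P301L fragment, 15 uM unlabeled plus 0.24 uM Alexa 594-labeled tau (final), with compound and 20 uM heparin in 100 mM sodium acetate pH 7; 6 hr at 37 C, then Alexa 594 FP read.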
TRb-SRC2 inh: TRbeta-SRC2 interaction inhibition. P10828. TRbeta-SRC2 peptide binding, fluorescence polarization; receptor liganded with 1 µM T3. Potency, µM (series often up to 106 µM), inactives show at the top dose activity change, negative = inhibition, most hits filed as inhibitors. actives 0.065% (n = 280,000);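 further: plate controls were bound peptide for no effect and peptide without receptor for full effect; nearly all actives have a fitted effect of over 50% in size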
Target sequence (P10828 whole entry, looked up): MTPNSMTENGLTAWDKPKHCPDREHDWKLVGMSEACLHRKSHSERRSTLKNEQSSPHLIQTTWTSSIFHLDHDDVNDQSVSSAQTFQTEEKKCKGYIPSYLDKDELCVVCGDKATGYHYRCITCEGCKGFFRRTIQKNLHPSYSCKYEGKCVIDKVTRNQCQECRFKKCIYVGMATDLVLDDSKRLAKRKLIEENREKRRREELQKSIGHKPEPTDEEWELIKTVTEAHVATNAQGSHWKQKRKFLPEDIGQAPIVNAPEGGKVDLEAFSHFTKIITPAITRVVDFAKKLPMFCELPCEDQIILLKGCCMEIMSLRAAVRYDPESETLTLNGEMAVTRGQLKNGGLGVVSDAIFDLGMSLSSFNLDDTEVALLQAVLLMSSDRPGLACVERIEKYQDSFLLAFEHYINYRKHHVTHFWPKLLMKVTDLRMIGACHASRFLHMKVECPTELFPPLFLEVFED
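Fluorescence polarization of 20 nM Texas Red SRC2 peptide with 0.6 uM human TRb ligand-binding domain, in Tris buffer with 1uM T3 and 5% DMSO. Incubated 5 hr ambient; normalized to unbound and bound controls.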
Tau fluor counter: counter-screen for tau fibril formation inhibitors. tau K18 P301L Alexa594 fluorescence, heparin fibrillization. Potency, µM (series often up to 57.7 µM), for inactives: at the top dose activity change, negative = decrease. actives 0.93% (n = 280,000); further: on the % scale 0 is the no-effect control and ±100 the full control effect; nearly all actives have a fitted effect of over 55% in size
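Human K18 P301L tau (15 uM unlabeled plus 0.24 uM Alexa 594-labeled, final) in 100 mM sodium acetate pH 7 was mixed with compound and 20 uM heparin and incubated 6 hr at 37 C.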
Tau fibril ThT: inhibitors of human tau fibril formation, thioflavin T binding; recombinant tau K18 P301L (four-repeat tau fragment), heparin-induced fibrillization, ThT fluorescence; Potency, µM (titrated, usually from 57.4 µM), without a hit: at the highest dose activity, negative = inhibition, actives largely listed as inhibitors; actives 2.1% (n = 270,000); AID 1460; further: on the % scale 0 is the no-effect control and ±100 the full control effect; nearly all actives have a fitted effect of over 55% in size
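Heparin-induced fibrillization of the P301L-mutant K18 repeat-domain fragment of human tau was followed by ThT binding in quantitative high-throughput format.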
L3MBTL1 inh: blocks human L3MBTL1 | AlphaScreen L3MBTL1–H3K9me1 peptide binding | Q9Y468 | Potency, µM (series often up to 57.1 µM), without a hit: top-dose activity, negative = inhibition, most hits filed as inhibitors | actives 0.66% (n = 230,000); further: on the % scale 0 is the no-effect control and ±100 the full control effect; nearly all actives have a fitted effect of over 60% in size
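AlphaScreen proximity signal between nickel-chelate acceptor and streptavidin donor beads (final 10 ug/mL) reports binding of 50 nM L3MBTL1 to 75 nM biotin-H3 K9me1 peptide; complex incubated with compounds 30 min at room temperature; cefsulodin titration as control.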
TR SRC2 fluor cs: counter-screen for TRb-SRC2 inhibitors: fluorescence interference | TRb/SRC2 Texas Red total fluorescence interference | Potency, µM (highest dose often 106 µM), inactives show at the top dose fluorescence change, negative = quenching | actives 0.29% (n = 280,000) | AID 1479; active means well fitted curve in either direction with a large enough effect; inconclusive means small, poorly fitted or top-dose-only effect; further: on the % scale 0 is the no-effect control and ±100 the full control effect
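Human TRb ligand-binding domain at 0.6 uM with 20 nM Texas Red SRC2 peptide in Tris buffer containing 1 uM T3 and 5% DMSO, incubated with compound 5 h at ambient temperature. Total fluorescence (555/632 nm) calculated as parallel + 2 × perpendicular.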
HTT ATP protect: cytoprotection in Huntington HTT-Q103 PC12 cell model | PC12 HTT-Q103 induced, cytoprotection, ATP luminescence, 40 h | Potency, µM (doses to about 56.4 µM), inactives show cytoprotection (ATP increase), hits mostly activators | actives 0.14% (n = 230,000);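 further: % of control where 0% means no effect; nearly all actives have a fitted effect of over 45% in size; toxic huntingtin expression switched on by the ecdysone agonist tebufenozide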
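Stable PC12 Q103-GFP cells in serum-supplemented, phenol red-free DMEM; induction by tebufenozide at 100 nM final; compound dose series; cell viability quantified luminescently from ATP.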
RECQ1 inh: inhibitors of human RECQ1 DNA helicase | P46063 | RECQ1 DNA unwinding, red fluorescence kinetic read | Potency, µM (doses to about 57.3 µM), for inactives: top-dose activity, negative = inhibition, usual class: inhibitors | actives 0.54% (n = 240,000);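 further: plate controls were vehicle for no effect and no enzyme for full effect; nearly all actives have a fitted effect of over 30% in size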
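50 nM RECQ1T1 preincubated 15 min with compound in Tris pH 8.0 buffer with MgCl2, DTT, Tween-20 and 2.5 ug/ml poly(dI-dC); started with 200 nM TAMRA/BHQ-2 forked duplex and 2 mM ATP. Unwinding read as fluorescence (525/598 nm), two reads 2 h apart.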
Starred values were filed as active, the others as inactive; i = inactive; ? = inconclusive; nt = no result given; [ ] = another dose, or the depositor's remark. Unless noted, the call rests on the fitted dose curve; in most records, active means well fitted curve in the direction sought with a large enough effect; inconclusive means small, poorly fitted or top-dose-only effect, or another doubt; inactive means no such curve, though single readings can be large; an effect the other way counts as inactive or inconclusive. Potency means the concentration at half of the fitted maximal effect. Not all compounds are listed; the hit share may differ from the screen's.

A first look:
Molecule	Tau fibril FP	TRb-SRC2 inh	Tau fluor counter	Tau fibril ThT	L3MBTL1 inh	TR SRC2 fluor cs	HTT ATP protect	RECQ1 inh
COc1ccc(N2C(=O)c3ccccc3NC23CCCC3)cc1	6.3%	-4.4%	-8.0%	-10.0%	5.5%	-0.9%	-114.7%[inhibitor]	-3.6%
O=C(CN1CCN(c2ccccn2)CC1)N1CCc2ccccc21	?	-1.4%	-1.4%	-14.3%	-12.5%	-1.0%	-6.4%[10 µM]	-1.1%

The listing, from the first entry:
Molecule	Tau fibril FP	TRb-SRC2 inh	Tau fluor counter	Tau fibril ThT	L3MBTL1 inh	TR SRC2 fluor cs	HTT ATP protect	RECQ1 inh
COc1ccc(N2C(=O)c3ccccc3NC23CCCC3)cc1	6.3%	-4.4%	-8.0%	-10.0%	5.5%	-0.9%	-114.7%[inhibitor]	-3.6%
O=C(CN1CCN(c2ccccn2)CC1)N1CCc2ccccc21	?	-1.4%	-1.4%	-14.3%	-12.5%	-1.0%	-6.4%[10 µM]	-1.1%
COc1ccccc1C(=O)N/C(=N/c1nc(C)cc(C)n1)Nc1ccccc1	1.3%	-1.4%	-6.2%	?	-5.9%	-0.3%	7.3%[10 µM]	-3.1%
CN(C)CCCNC(=O)c1cc(Br)ccc1O	-1.6%	-8.3%	-5.9%	-4.0%	-5.9%	-4.8%	9.8%[10 µM]	-9.6%
CCC(C)NC(=O)CSc1nc(-c2ccc(F)cc2)cc(C(F)(F)F)n1 (configuration not stated)	-7.6%	-1.8%	-15.0%	-8.7%	nt	1.5%	nt	nt
CN(C)CCNC(=O)CN1C(=O)CCn2nc(-c3cn(C)c4ccccc34)cc21	-11.0%	-2.2%	-8.8%	6.5%	nt	-5.0%	nt	nt
COCCCC1CCN(Cc2nc(-c3ccccc3)no2)CC1	-6.1%	-7.8%	-17.1%	-16.5%	-0.9%	-1.5%	13.9%[10 µM]	i
COCCn1c(C)cc(/C=N/NC(=O)c2cccnc2)c1C	-5.6%	2.4%	1.2%	-6.9%	-1.0%[11.4 µM]	0.7%	-8.0%	i
CC1(C)CC(N2CCCC2)=CC(=[N+]2CCCC2)C1	1.7%	-0.4%	4.7%	2.6%	?	-1.0%	-4.6%[10 µM]	9.7%
Cc1nn(C)c2c1c(C(F)(F)F)cc(=O)n2C(C)C(=O)NCc1ccccc1 (configuration not stated)	5.8%	-5.7%	-1.9%	3.8%	nt	-4.0%	nt	nt
O=C1c2ccccc2C(=O)N1OCc1ccccc1[N+](=O)[O-]	2.4%	6.8%	7.0%	1.2%	-4.0%	0.1%	-41.5%	19.4%
O=C1CCCc2sccc2N1	-5.5%	4.5%	6.0%	12.2%	nt	1.7%	21.1%	-8.9%
COc1ccc(C2CC(=O)c3c([nH]c(C(=O)OC4CCC(C)CC4)c3C)C2)cc1OC (configuration not stated)	6.2%	-0.7%	-10.7%	-9.7%	nt	0.7%	nt	nt
CCCNC(=O)COC(=O)/C=C/c1ccc(C)o1	3.0%	-5.6%	7.7%	1.6%	-4.6%	-0.3%	4.2%[10 µM]	-2.8%
COc1ccc(OC)c(NC(=O)c2ccc3c(=O)n(CCc4ccccc4)c(=S)[nH]c3c2)c1	4.5%	-12.2%	-17.3%	-8.9%	-1.6%	3.3%	8.0%[10 µM]	2.2%
Cc1cccc2ccccc12	nt	0.8%	nt	nt	nt	-0.4%	-47.1%[inhibitor]	-14.7%
O=C(NCCOc1ccc2ccccc2c1)c1cncc(Br)c1	0.5%	0.7%	3.9%	10.8%	4.5%	0.7%	19.4%[10 µM]	i
NS(=O)(=O)c1cc(C(=O)NCCc2ccccn2)ccc1Cl	2.2%	0.4%	-2.1%	-2.6%	-5.8%	-0.4%	-5.9%[10 µM]	-1.7%
CCNC(=S)N/N=C/c1cn(Cc2ccccc2F)c2ccccc12	-3.6%	9.6%	8.2%	7.3%	-7.1%	0.5%	-19.7%[10 µM]	1.6%
COc1cc2nc(NC(=O)c3ccc(S(=O)(=O)N4CCc5ccccc54)cc3)sc2cc1OC	-7.0%	-3.6%	?	?	nt	-4.6%	nt	nt
Cc1cc(C)nc(SCC(=O)Nc2ccc(S(=O)(=O)Nc3onc(C)c3C)cc2)n1	-0.6%	-3.1%	-2.7%	-7.3%	6.8%	0.2%	13.2%	-4.5%
CC1CCCCN1C(=O)Cn1c(=O)oc2ccccc21 (configuration not stated)	-1.1%	1.7%	-2.5%	-7.7%	8.2%	2.1%	6.7%	-0.8%
C#CC(C)(CC)NC(=O)c1cnn2c(C(F)F)cc(-c3ccccc3OC)nc12 (configuration not stated)	-4.4%	6.2%	0.8%	-7.6%	nt	-0.7%	nt	nt
Cc1cccc(C2N3CC4(C(C)C)CN2CC(C(C)C)(C3)C4=O)c1 (configuration not stated)	9.0%	-8.7%	-1.7%	-4.6%	nt	-2.7%	nt	nt
Cc1ccc(CNC(=O)c2ccc(CN3CCOCC3)cc2)cc1	-1.1%	0.8%	-0.1%	-0.5%	5.0%	-2.8%	-13.4%	-11.9%
COC(=O)C1=C(C)N(Cc2cccnc2)C(=O)/C1=C\c1cccs1	-5.6%	4.6%	-23.7%	?	?	-2.0%	9.7%[10 µM]	-12.3%
Cc1oc2c(c(C)cc3oc(=O)c(CC(=O)NCc4ccccc4)c(C)c32)c1C	0.4%	-5.4%	10.8%	9.5%	nt	-1.2%	nt	nt
O=C1Nc2c(c(=O)[nH]c(=O)n2-c2ccc(Cl)cc2)C1(NS(=O)(=O)c1ccccc1)C(F)(F)F (configuration not stated)	-18.0%	1.0%	-10.5%	-3.6%	nt	-10.1%	nt	nt
Cc1ccc(CNC(=O)CS(=O)(=O)CC(=O)O)cc1	-5.1%	0.3%	-7.3%	-9.3%	nt	1.7%	-1.4%	-8.3%
Cc1ccc(C2C(C#N)=C(N)Oc3n[nH]c(C)c32)cc1 (configuration not stated)	7.0%	-3.7%	-2.6%	-16.5%	0.4%	-1.2%	0.6%	-9.1%
Cc1nn(-c2ccccc2)c2sc(C(=O)c3c(N)n(C)c(=O)n(C)c3=O)cc12	-12.8%	4.9%	-18.7%	-7.8%	-3.9%	-4.1%	8.2%[10 µM]	-8.7%
Cc1[nH]nc2c1C1(CCOC1C)C(C#N)=C(N)O2 (configuration not stated)	7.1%	5.5%	3.5%	-6.5%	nt	1.8%	-12.1%	-2.1%
O=C(CSc1nnnn1-c1ccccc1)N1N=CCC1c1ccccc1 (configuration not stated)	-6.8%	-2.7%	-12.0%	1.0%	0.7%	-1.3%	20.6%[10 µM]	-5.1%
O=C(c1ccc(Br)o1)N1CCN(C/C=C/c2ccccc2)CC1	-0.4%	-0.3%	-5.5%	-15.3%	-3.8%	-1.1%	5.5%	-2.5%
COc1ccc(OC)c(NC(=O)Cn2c(CCC(=O)O)ccc2-c2ccc(C)cc2)c1	-6.9%	-3.3%	-26.0%	?	nt	0.6%	-11.2%	-0.6%
COc1ccc(S(=O)(=O)Nc2cc3c(C(C)=O)c(C)oc3c3ccccc23)cc1	3.0%	-2.4%	?	-4.2%	nt	3.5%	-87.6%[inhibitor]	i
COc1cc(CN2CCN(c3cccc(C)c3C)CC2)cc([N+](=O)[O-])c1O	3.8%	3.0%	-10.7%	?	-10.8%	-0.1%	3.7%[10 µM]	-0.1%
COc1ccc(Cl)cc1NC(=O)C(C)N(C)Cc1ccc(C(F)(F)F)cc1 (configuration not stated)	-8.6%	5.1%	-20.0%	-12.1%	17.2%	-4.1%	-2.7%[10 µM]	-5.5%
O=C(O)COc1ccc(Br)cc1/C=C1/SC(=O)N(CC(=O)N2CCCC2)C1=O	9.3%	-10.7%	-13.1%	-11.2%	nt	-1.8%	2.6%	-0.1%
O=C(Cc1cccs1)Nc1cc(SCCO)cc([N+](=O)[O-])c1	-9.9%	-7.0%	-22.0%	-0.7%	1.4%	-1.7%	nt	-6.3%
Cc1nc2ccccc2nc(C)c1=NOCc1ccc(C#N)cc1	-4.1%	-1.2%	-16.4%	-12.4%	2.3%	3.8%	-7.6%[10 µM]	-10.1%
Cc1ccc(S(=O)(=O)C2C(=O)N(C)C3(C)CC2c2ccccc2O3)cc1 (configuration not stated)	-8.6%	3.4%	-5.5%	-4.8%	-4.3%	2.1%	10.8%[10 µM]	-2.7%
CCS(=O)(=O)N1CCN(C(C)CCc2ccccc2)CC1 (configuration not stated)	3.1%	-6.8%	-0.1%	-6.1%	7.3%	0.5%	0.0%[10 µM]	i
O=[N+]([O-])c1cccc(-c2csc(Nc3ccccc3)n2)c1	13.1%	-2.9%	25.1µM*[quencher]	?	-11.9%	-2.1%	36.6%[10 µM]	-3.7%
Oc1c(CN2CCc3ccccc3C2)cc(Cl)c2cccnc12	-3.1%	-12.5%	-29.0%	?	nt	2.2%	-80.6%[inhibitor]	4.9%
CSc1nn(Cc2ccc(C)cc2)c(N)c1S(=O)(=O)c1ccccc1	?	-3.3%	?	-7.8%	nt	-16.2%	nt	nt
O=C(O)c1ccccc1C(=O)Nc1ccc(S(=O)(=O)Nc2nccs2)cc1	-14.5%	6.5%	-18.3%	-13.4%	10.4%	-0.7%	?	3.9%[25.9 µM]
COc1ccc2[nH]c(=S)cc(C)c2c1	2.7%	0.8%	-3.5%	nt	nt	0.7%	4.6%[10 µM]	-6.1%
CCOC(=O)C1=C(C)N(C)C(C)=C(C(=O)OCC)C1c1ccccn1	-1.9%	-4.7%	-8.4%	2.0%	12.7%	-2.2%	-4.6%[10 µM]	-3.4%
Cc1cc(=O)[nH]c(SCC(=O)Nc2ccc(Cl)cn2)n1	1.7%	-15.3%	-7.0%	-1.9%	nt	-1.6%	14.5%[10 µM]	-4.9%
